# TDP1 cell noCPT: qHTS for Inhibitors of human tyrosyl-DNA phosphodiesterase 1 (TDP1): qHTS in cells in absence of CPT; DT40 Tdp1-/- hTDP1 cells, no CPT, ATP luminescence, 48 h; Potency, µM (doses to about 46.2 µM), inactives show at the top dose activity change, negative = growth inhibition, most hits filed as inhibitors; 420,000 tested, 15% active; note: nearly all actives have a fitted effect of over 55% in size
#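 Chicken DT40 Tdp1-/- cells complemented with human TDP1, screened without camptothecin (DMSO vehicle only), 400 cells/well. Compounds pin-transferred, cells incubated at 37 °C for at least 48 hr. Growth read as ATP-dependent luminescence (CellTiter-Glo, 30 min at RT).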
# TDP1 block: inhibitors of human tyrosyl-DNA phosphodiesterase TDP1 | Q9NUW8 | 350,000 tested, 0.28% active | Potency, µM (doses to about 130 µM), without a hit: at the highest dose activity change, negative = inhibition, most hits filed as inhibitors | AID 485290 | recombinant TDP1, AlphaScreen DNA substrate cleavage; note: nearly all actives have a fitted effect of over 40% in size
#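 Compounds were preincubated with Tdp1 (1 nM final) for 15 min at room temperature before substrate (15 nM final) started a 5 min reaction; beads (10 ug/ml final) were then added for 10 min before AlphaScreen detection.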
# GCN5L2 inh: blocks human GCN5L2 histone acetyltransferase; 390,000 tested, 0.21% active; Q92830; Potency, µM (doses to about 58.9 µM), inactives show top-dose activity change, negative = inhibition, most hits filed as inhibitors; GCN5L2 HAT assay, ThioGlo1 CoA-SH fluorescence
# Target sequence (Q92830 whole entry, looked up): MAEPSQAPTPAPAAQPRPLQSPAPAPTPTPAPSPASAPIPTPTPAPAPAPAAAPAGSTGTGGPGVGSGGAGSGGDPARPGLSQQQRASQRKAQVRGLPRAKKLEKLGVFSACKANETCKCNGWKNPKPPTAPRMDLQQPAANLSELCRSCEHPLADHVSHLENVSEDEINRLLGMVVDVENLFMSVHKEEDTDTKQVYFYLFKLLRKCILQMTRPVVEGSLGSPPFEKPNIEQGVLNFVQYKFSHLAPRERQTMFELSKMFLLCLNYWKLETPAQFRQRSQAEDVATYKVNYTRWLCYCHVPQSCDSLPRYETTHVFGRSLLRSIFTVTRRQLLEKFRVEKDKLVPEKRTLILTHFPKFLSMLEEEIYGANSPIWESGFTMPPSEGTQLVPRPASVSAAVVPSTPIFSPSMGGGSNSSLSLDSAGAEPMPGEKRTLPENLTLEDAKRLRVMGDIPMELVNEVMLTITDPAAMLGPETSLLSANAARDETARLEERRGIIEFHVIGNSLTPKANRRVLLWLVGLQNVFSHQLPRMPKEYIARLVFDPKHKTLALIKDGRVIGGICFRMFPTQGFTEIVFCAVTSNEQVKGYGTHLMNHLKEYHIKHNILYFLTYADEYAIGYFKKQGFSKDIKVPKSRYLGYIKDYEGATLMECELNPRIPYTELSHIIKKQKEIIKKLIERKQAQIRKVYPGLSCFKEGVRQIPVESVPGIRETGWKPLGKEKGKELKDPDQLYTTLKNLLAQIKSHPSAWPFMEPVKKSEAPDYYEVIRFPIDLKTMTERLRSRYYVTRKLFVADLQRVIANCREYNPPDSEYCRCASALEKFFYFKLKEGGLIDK
#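 Preincubate 20nM GCN5L2 with compound 15 min, RT → add 50uM ThioGlo1 + 75uM H3(1-25) + 70uM acetyl-CoA → read fluorescence 0 and 20 min. Primary qHTS; fluorescent artifacts likely.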
# An asterisk follows results filed as active; ? = inconclusive; · = not tested or not shown; [ ] = another dose, or the depositor's remark. Calls come from the whole dose curve; as a rule, active = well fitted curve in the direction sought with a large enough effect; inconclusive = small, poorly fitted or top-dose-only effect, or another doubt; inactive = no such curve, though single readings can be large; an effect the other way counts as inactive or inconclusive. % is set by controls: 0 for no effect and ±100 for the full control effect; potency is the fitted concentration of half-maximal effect. Some of the compounds tested. The share of hits here may be higher or lower than overall.
SMILES,TDP1 cell noCPT,TDP1 block,GCN5L2 inh
CCNC(=S)Nc1ccc(Cc2nc3ccccc3[nH]2)cc1,2%,·,0%
OCCNc1nc(Nc2ccc(Cl)c(Cl)c2)nc2ccccc12,16µM*,6%,-11%
CC(=O)Nc1ccc(S(=O)(=O)N2CCN(c3cc4c(cc3[N+](=O)[O-])n(C)c(=O)n4C)CC2)cc1,18µM*,4%,16%
CC1CN(CCc2ccccc2)c2nc3c(c(=O)n(C)c(=O)n3C)n2C1 (centres undefined),?,3%,-1%
COc1ccc(Cl)cc1NC(=S)NNC(=O)C1(C)CC1(Cl)Cl (centres undefined),?,6%,0%
COc1ccc(N2CC(C(=O)Nc3nc(-c4ccccc4)c(C(C)=O)s3)CC2=O)c(OC)c1 (centres undefined),?,0%[0.505 µM],-2%
CCOC(=O)C(C)Oc1cccc2c(=O)n(CC(=O)Nc3cccc(OC)c3)ccc12 (centres undefined),0%,5%,-2%
CCN(Cc1ccccc1)c1ccc(N=Nc2nn(C)c(C)c2[N+](=O)[O-])cc1,?,11%,-11%
Cc1nnc(NN)n(N)c1=O,-24%,0%,0%
COc1cc(O)c(CCO)c2c1C(=O)C[C@@H](C)O2,-1%,-4%,2%
CCOC(=O)C1CCN(Cc2cccc(Oc3ccc(Cl)cc3)c2)CC1,-25%,·,-7%
O=C(COc1ncnc2ccccc12)c1ccc2c(c1)OCCO2,?,3%,-1%
Cc1cc2c(=O)oc(-c3ccc(F)cc3)nc2s1,-22%,-6%,-6%
O=C(COC(=O)c1ccccc1O)Nc1ccc(N2CCOCC2)cc1,3%,0%,-4%
CCCN1CCN(C(=O)c2cn(CC(C)C)c(=O)c3cc(OC)c(OC)cc23)CC1,-12%,4%,1%
CCOC(=O)COc1coc(CN2CCN(c3cccc(Cl)c3)CC2)cc1=O,-7%,0%,-13%
COc1cc2c(cc1OC)CN(C1CC(=O)N(c3c(C)cccc3C)C1=O)CC2 (centres undefined),4%,0%,-6%
Cc1cccc(N(C(=O)c2cnc3n(c2=O)CCS3)C2CCCCC2)c1,?,3%,-1%
Cc1cccc(NC(=O)C(C)Oc2ccccc2C)n1 (centres undefined),?,5%,-15%
Cc1ccccc1NC(=S)NC(C)CCc1ccccc1 (centres undefined),21µM*,3%,-6%
CC(=O)N1CCc2cc(S(=O)(=O)NC(CC(C)C)C(=O)Nc3cc(C)cc(C)c3)ccc21 (centres undefined),-3%,-2%,0%
CCNC(=O)c1c(NC(=O)C2COc3ccccc3O2)sc2c1CCCC2 (centres undefined),?,-2%,-2%
O=[N+]([O-])c1ccc(C(O)CN=Cc2ccc(O)cc2O)cc1 (centres undefined),?,5%,-4%
Cc1ccc(Cl)cc1N1CCN(CCCNc2ncnc3onc(-c4ccc(Cl)cc4)c23)CC1,?,4%,4%
CC(C)OCCCNC(=O)CN1CCN(Cc2ccc(Cl)cc2)C1=O,-8%,·,-6%
Cc1cc(/C=C(/C#N)C(=O)Nc2ccccc2)c(C)n1-c1cccnc1,?,-4%,-6%
CCOC(=O)C(/C=C(\C#N)C(=O)OCC)=C(/N)N1CCN(c2c(C)cccc2C)CC1,?,0%,-8%
O=C(N/N=C1\CCCc2c1[nH]c1ccc(Cl)cc21)c1ccncc1,10µM*,-1%,0%
O=C(O)c1cccc(Nc2nc(N3CCOCC3)nc(N3CCOCC3)n2)c1,-18%,4%,-14%
COCCCN1C(=O)c2ccc(C(=O)N3CCN(c4ccc(OC)cc4)CC3)cc2C1=O,19%,2%,-5%
CC1=Nc2cc(C(=O)N3CCC(C)CC3)ccc2Sc2ccc(Cl)cc21,?,0%,-7%
O=C(CN(C(=O)c1csnn1)c1ccccc1C(F)(F)F)NCc1ccccc1,-9%,13%,-4%
COc1ccccc1NC(c1ccc(Cl)cc1)c1nnc(-c2cccc(F)c2)o1 (centres undefined),?,-2%[12.3 µM],-4%
O=C(CNC(=S)N(Cc1ccccc1)Cc1cccnc1)NC1CC1,?,2%,-1%
CCOC(=O)c1c(-c2ccc(Cl)cc2)csc1NC(=O)CNCc1ccco1,?,·,-3%
CN1CCN(Cn2cc(/C=C/C(=O)c3ccccc3)c3ccccc32)CC1,?,0%,-16%
COc1cc(OC)cc(N2C(=O)CC(N3CCC(C(=O)N4CCCCC4)CC3)C2=O)c1 (centres undefined),-5%,·,-6%
COc1cccc(CNC(=O)CCCn2c(=O)c3cccn3c3ccc(F)cc32)c1OC,8.2µM*,-3%,-5%
CCCCn1c(=N)n(CC(=O)c2ccco2)c2ccccc21,?,7%,?
O=C1CCN(CCCc2ccccc2)CCN1[C@H](CO)c1ccccc1,-26%,·,-1%

# Two entries drawn at random from the list so far, as already listed:
SMILES,TDP1 cell noCPT,TDP1 block,GCN5L2 inh
COc1ccccc1NC(c1ccc(Cl)cc1)c1nnc(-c2cccc(F)c2)o1 (centres undefined),?,-2%[12.3 µM],-4%
CCCCn1c(=N)n(CC(=O)c2ccco2)c2ccccc21,?,7%,?

# (more compounds)
SMILES,TDP1 cell noCPT,TDP1 block,GCN5L2 inh
C=CCOC(=O)/C(=C\c1cccc2ccccc12)NC(=O)c1ccccc1,-29%,2%,-7%
Cc1nccn1CCCNCc1c(C(=O)N2CCCCCCC2)nc2ccc(Cl)cn12,-19%,-3%,1%
O=C1Cc2ccccc2C(=O)N1Cc1ccccc1,?,5%,-2%
CCOc1ccc2nc(SCC(=O)c3ccc(C)s3)sc2c1,?,1%,-4%[0.501 µM]
COc1ccccc1C(=O)NC(CCSC)C(=O)N1CCC(Cc2ccccc2)CC1 (centres undefined),18µM*,6%[0.505 µM],-6%
COC(=O)Nc1ccc(Cn2cc(C(F)(F)F)ccc2=O)cc1,-26%,10%,-7%
O=C(c1cc2ccccc2o1)n1nnc2ccccc21,-20%,-2%,-5%
COc1ccccc1NC(=O)CSc1nc(O)cc(=O)[nH]1,-4%,-3%,-3%
COc1ccc(Cl)cc1S(=O)(=O)N1CCC(O)(c2ccc(Cl)cc2)CC1,-23%,0%,-9%
O=c1cc(O)nc(SCc2ccccc2)n1-c1ccc(Cl)cc1,1%,3%,-8%
COc1ccc(/C(N)=N/OC(=O)c2cccc([N+](=O)[O-])c2)cc1,?,4%,-4%[0.501 µM]
CN1CCN(C(=O)c2ccccc2NC(=O)c2cccc(Cl)c2)CC1,-4%,0%,-1%
CC(=O)N1c2ccccc2C(=O)C1N1CCN(c2cccc(C(F)(F)F)c2)CC1 (centres undefined),?,3%,5%
COc1ccc(NC(=O)CCNC(=O)c2ccco2)c(OC)c1,1%,12%,1%
Cc1cc(=O)oc(C)c1C(=O)NCCCN1CCN(c2ccccc2F)CC1,-23%,3%,3%
Cc1nn(-c2ccc(F)cc2)c2nc(N)c(C#N)c(-c3cccs3)c12,13µM*,0%,-10%
COc1ccc(-c2cc(=O)oc3cc(OC(C)C(=O)NC4CC4)ccc23)cc1 (centres undefined),?,·,-1%
O=C(COC(=O)C1CC2CCCC(C1)C2=O)NNC(=O)c1ccc([N+](=O)[O-])cc1 (centres undefined),-2%,1%,-2%
COC(=O)c1[nH]c2ccc(C)cc2c1NC(=O)C1=COCCO1,-5%,5%,-2%
O=c1c2ccccc2nc2n1C(CSc1ccc(F)cc1)CS2 (centres undefined),3%,1%,-7%

# Copied from the entries so far for reference:
SMILES,TDP1 cell noCPT,TDP1 block,GCN5L2 inh
O=C(c1cc2ccccc2o1)n1nnc2ccccc21,-20%,-2%,-5%
COc1ccccc1NC(=O)CSc1nc(O)cc(=O)[nH]1,-4%,-3%,-3%
COc1ccc(Cl)cc1S(=O)(=O)N1CCC(O)(c2ccc(Cl)cc2)CC1,-23%,0%,-9%
O=c1cc(O)nc(SCc2ccccc2)n1-c1ccc(Cl)cc1,1%,3%,-8%
COc1ccc(/C(N)=N/OC(=O)c2cccc([N+](=O)[O-])c2)cc1,?,4%,-4%[0.501 µM]
CN1CCN(C(=O)c2ccccc2NC(=O)c2cccc(Cl)c2)CC1,-4%,0%,-1%
CC(=O)N1c2ccccc2C(=O)C1N1CCN(c2cccc(C(F)(F)F)c2)CC1 (centres undefined),?,3%,5%
COc1ccc(NC(=O)CCNC(=O)c2ccco2)c(OC)c1,1%,12%,1%
Cc1cc(=O)oc(C)c1C(=O)NCCCN1CCN(c2ccccc2F)CC1,-23%,3%,3%
Cc1nn(-c2ccc(F)cc2)c2nc(N)c(C#N)c(-c3cccs3)c12,13µM*,0%,-10%
COc1ccc(-c2cc(=O)oc3cc(OC(C)C(=O)NC4CC4)ccc23)cc1 (centres undefined),?,·,-1%
O=C(COC(=O)C1CC2CCCC(C1)C2=O)NNC(=O)c1ccc([N+](=O)[O-])cc1 (centres undefined),-2%,1%,-2%
COC(=O)c1[nH]c2ccc(C)cc2c1NC(=O)C1=COCCO1,-5%,5%,-2%
O=c1c2ccccc2nc2n1C(CSc1ccc(F)cc1)CS2 (centres undefined),3%,1%,-7%

# (cont.)
SMILES,TDP1 cell noCPT,TDP1 block,GCN5L2 inh
Cc1ccc(CN2CC(C(=O)Nc3ncccc3C)CC2=O)cc1 (centres undefined),15%,3%,-1%
O=C(CN1C(=O)COc2ccc(S(=O)(=O)N3CCCC3)cc21)N1CCN(c2ccccc2F)CC1,·,4%,-3%
Cc1cc(C)n(C(=O)c2c([N+](=O)[O-])cnn2C)n1,-6%,5%,4%
CS(=O)(=O)Nc1ccccc1C(=O)c1ccccc1,-26%,8%,0%
CCC1CCCCN1C(=O)CCNC(=O)Cn1cnc2ccccc2c1=O (centres undefined),-4%,5%,2%
COC(=O)c1sc2nc(-c3ccccc3)c3c(c2c1N)CCCC3,-26%,1%,-4%
Cc1ccc(OCCC(=O)OCC(=O)Nc2ccccc2)cc1,-19%,0%,-5%
COc1cc(NC(=O)COc2ccc(-n3cnnn3)cc2)cc(OC)c1OC,?,0%,-2%
Cc1ccc(-n2ncc3c(NCCCn4ccnc4)ncnc32)cc1Cl,?,13%,0%
CCn1cc(C(=O)Nc2cccc(C(=O)OC)c2)c(=O)c2ccc(C)nc21,-26%,4%,-3%
Cc1cc(S(=O)(=O)NCC(c2ccco2)S(=O)(=O)c2cccs2)ccc1F (centres undefined),?,0%,-4%
COc1ccc(NC(=O)N2CCCC2C(=O)NC23CC4CC(CC(C4)C2)C3)cc1 (centres undefined),?,·,-3%
O=C(Nc1ccc(Cl)c([N+](=O)[O-])c1)C(Sc1ccccc1)c1ccccc1 (centres undefined),?,0%,-13%
Cc1nc(Nc2ccccc2)sc1C(=O)c1ccc(F)cc1,?,·,-20%
COc1cc(C(=O)Nc2nncs2)cc(OC)c1OC,19%,-2%,2%
CCCCN(C(=O)NCCCCCCNC(=O)N(CCCC)C1CCS(=O)(=O)C1)C1CCS(=O)(=O)C1 (centres undefined),4%,4%,-15%
O=C(CCN1CCOCC1)c1ccc(Br)cc1,2.6µM*,2%,4%
CC(C)CN1C(=O)c2ccc(C(=O)Nc3ccc(OCC(=O)O)cc3)cc2C1=O,-1%,·,-6%
N#Cc1ccccc1OCC(=O)N1CCc2ccccc2C1,-4%,3%,-5%
CCC(C(=O)NCCc1ccc(SC)cc1)n1nc(C)c2c(C)n(-c3ccc(C)cc3)nc2c1=O (centres undefined),16µM*,0%,1%
CCCCN(C(=O)C(C)Oc1ccc(Br)cc1)c1c(N)n(Cc2ccccc2)c(=O)[nH]c1=O (centres undefined),?,5%,-1%
O=C(NC1CCC(O)CC1)c1ccc(Br)o1 (centres undefined),-5%,-1%,2%
O=C(CCCCCNC(=S)Nc1ccc(Cl)cc1)C[N+](=O)[O-],-17%,8%,-5%
Cc1nc2n(n1)C(O)c1cc([N+](=O)[O-])ccc1S2 (centres undefined),·,-4%,-3%
O=C(O)CSCC(=O)NCc1ccccc1,-2%,4%,-13%
CC(=O)c1ccc(OC(=O)c2cccs2)cc1,1%,3%,-5%
CN1CCN(C2CC(=O)N(Cc3ccc(N4CCCC4=O)cc3)C2=O)CC1 (centres undefined),13%,0%,-6%
Cc1nnsc1NC(=O)OCCCl,2%,0%,0%
CC(C)(C)OC(=O)CN1c2cccc3cccc(c23)S1(=O)=O,-2%,·,-6%
O=C1CCc2cc(S(=O)(=O)N3CCC(C(=O)NC4CCCc5ccccc54)CC3)ccc2N1 (centres undefined),-6%,1%,-1%
COc1ccc(OC)c(C(=O)c2coc3ccc(O)cc23)c1,?,3%,-1%
O=C(Cn1c(=O)c2cccn2c2cccnc21)NCc1cccc(F)c1,-29%,-3%,0%
CC(=O)c1c(C)nc(-c2ccc(OCC(=O)Nc3ccccc3)cc2)n1O,7%,7%,-3%
Cc1ccc(NC(=O)COC(=O)C(CC(C)C)N2C(=O)C3CC=CCC3C2=O)c(C)c1 (centres undefined),-21%,-8%,-7%
COc1ccc(Oc2ncc3nc(-c4cn(C)c5ccccc45)c(=O)n(C)c3n2)cc1,-9%,·,-7%
CCC[C@H]1COCCS(=O)(=O)N1Cc1ccccc1,?,·,-4%
Cc1cccc(OCCNc2nc3c(c(=O)n(C)c(=O)n3C)n2C)c1,16µM*,4%,2%
N#CCCn1c(=O)c(CCc2ccccc2)nc2cnc(OCc3ccccc3)nc21,?,·,-11%
